Screens from PubChem BioAssay.
CIT2 TOR yeast = alters CIT2-GFP fluorescence in TOR pathway yeast screen | actives 0.065% (n = 320,000) | GFP response vs DMSO, % at 10 µM | S. cerevisiae CIT2-GFP strain, flow cytometry, 3 h; 100 means same as DMSO wells | AID 2029;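 active means GFP response relative to DMSO above a set limit, near the screen mean plus 3 SD, cut at about 150% in these data; inconclusive means Fewer than 70 cells measured for a yeast strain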;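 further: ratio of well median GFP fluorescence to mean of DMSO wells on the plate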
AGP1-GFP MLPCN = yeast TOR pathway AGP1-GFP modulation. AID 2066. actives 0.02% (n = 320,000). GFP response vs DMSO, % at 10 µM. S. cerevisiae AGP1-GFP multiplex flow cytometry, 3 h; GFP as percent of DMSO wells;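 active means GFP response relative to DMSO above a set limit, near screen average plus 3 SD, cut at about 150% in these data; inconclusive means fewer than 70 cells counted for the yeast strain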;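 further: median GFP channel fluorescence of the gated AGP1 strain per well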
RPL19A TOR yeast = alters RPL19A-GFP fluorescence in TOR pathway yeast screen; actives 0.3% (n = 330,000); percent response vs DMSO, % at 10 µM; S. cerevisiae RPL19A-GFP strain, flow cytometry, 3 h; stronger effect = lower value;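 active means percent response vs DMSO below 50%; inconclusive means fewer than 70 events counted for the yeast strain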;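 further: median channel GFP fluorescence of the barcoded RPL19A-GFP strain; ratio of sample median GFP to plate DMSO average so 100% = DMSO; lower means less RPL19A-GFP as with rapamycin TOR inhibition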
LAP4-GFP MLPCN = modulators of TOR pathway LAP4-GFP in S. cerevisiae; actives 0.34% (n = 320,000); S. cerevisiae LAP4-GFP multiplex, flow cytometry GFP, 3 h; median GFP as percent of DMSO wells; GFP response vs DMSO, % at 10 µM;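 active means GFP response vs DMSO above a set limit, about the screen mean plus 3 SD, cut at about 150% in these data; inconclusive means under 70 cell events counted for the yeast strain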
MEP2 TOR yeast = modulators of TOR pathway MEP2-GFP in S. cerevisiae; S. cerevisiae MEP2-GFP strain, flow cytometry GFP, 3 h; 100% = DMSO control level; GFP response vs DMSO, % at 10 µM; actives 0.51% (n = 330,000); AID 2016;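 active means GFP response versus DMSO above a set limit, roughly screen mean plus 3 SD, cut at about 180% in these data; inconclusive means fewer than 70 cells counted for a yeast strain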;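 further: median GFP fluorescence of the barcode-gated MEP2-GFP cells per well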
AHR activator = activators of human aryl hydrocarbon receptor. P35869. actives 2.5% (n = 320,000). activation, % at 5 µM. AHR-responsive luciferase reporter cells, luminescence; in the data active means activation above about 47%;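 further: 0% = vehicle wells and 100% = reference agonist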
Target sequence (P35869 whole entry, looked up): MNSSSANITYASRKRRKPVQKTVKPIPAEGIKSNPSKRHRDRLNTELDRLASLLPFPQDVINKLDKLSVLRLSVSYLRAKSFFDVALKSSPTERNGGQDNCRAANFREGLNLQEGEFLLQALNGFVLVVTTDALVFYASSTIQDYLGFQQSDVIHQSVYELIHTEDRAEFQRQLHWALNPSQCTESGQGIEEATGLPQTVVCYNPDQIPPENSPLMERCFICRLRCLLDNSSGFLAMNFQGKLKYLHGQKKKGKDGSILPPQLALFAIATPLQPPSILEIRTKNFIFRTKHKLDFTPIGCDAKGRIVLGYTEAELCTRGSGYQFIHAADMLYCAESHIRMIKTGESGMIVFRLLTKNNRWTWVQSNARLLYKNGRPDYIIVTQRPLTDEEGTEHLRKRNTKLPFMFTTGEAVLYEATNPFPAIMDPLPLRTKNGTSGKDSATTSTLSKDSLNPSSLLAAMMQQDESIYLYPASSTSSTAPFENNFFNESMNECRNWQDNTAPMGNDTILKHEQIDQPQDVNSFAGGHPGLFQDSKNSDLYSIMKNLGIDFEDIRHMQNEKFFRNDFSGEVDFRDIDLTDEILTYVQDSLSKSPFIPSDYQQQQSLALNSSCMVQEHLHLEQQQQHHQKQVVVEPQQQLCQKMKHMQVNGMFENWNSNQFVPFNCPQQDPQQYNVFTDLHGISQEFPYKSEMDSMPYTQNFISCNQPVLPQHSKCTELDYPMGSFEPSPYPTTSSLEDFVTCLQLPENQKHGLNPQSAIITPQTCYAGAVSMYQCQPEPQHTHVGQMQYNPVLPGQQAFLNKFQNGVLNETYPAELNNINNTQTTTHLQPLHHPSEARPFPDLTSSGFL
proCasp3 act = activators of human procaspase-3 | P42574 | activation, % at 8.5 µM | recombinant procaspase-3 D3A, Ac-DEVD-pNA absorbance 405 nm | actives 0.11% (n = 330,000);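 active means activation above the mean of all tested compounds plus 3 SD, cut at about 21% in these data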;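 further: 0% = DMSO alone and 100% = DMSO wells spiked with extra 5 µM PC-3 D3A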
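material = Procaspase-3 D3A mutant | probe or stimulus = Ac-DEVD-pNA | compound = single dose, 8.5 µM nominal compound, 0.8% DMSO | timing = 1 h preincubation, 2 h reaction | measured by = 405 nm absorbance of p-nitroaniline, reads at 0 and 120 min | benchmarks = DMSO-only low control, 5 µM PC-3 D3A high control | repeats = singlicate, each compound tested once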
procasp7 counter = counter-screen for procaspase-3 activators: activators of human procaspase-7; P55210; recombinant procaspase-7, Ac-DEVD-pNA absorbance 405 nm; D23A/D198A/D206A triple mutant, cannot self-cleave; scale: DMSO 0, 5 µM enzyme 100; activation, % at 8.5 µM; actives 0.093% (n = 330,000);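 active means percent activation above the screen-wide mean plus 3 SD, cut at about 25% in these data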
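signal = Epi-absorbance of released pNA at 405 nm, two timepoints | assay system = Uncleavable procaspase-7 mutant enzyme | reagent = Ac-DEVD-pNA substrate, 400 µM as added | times = 1 h enzyme–compound preincubation and 2 h substrate reaction, both 25 °C | benchmarks = low DMSO alone, high DMSO plus 5 µM PC-7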
An asterisk follows results filed as active; u = inconclusive; x = no result given; [ ] = dose if it differs, or a comment.

Results follow in this order: CIT2 TOR yeast	AGP1-GFP MLPCN	RPL19A TOR yeast	LAP4-GFP MLPCN	MEP2 TOR yeast	AHR activator	proCasp3 act	procasp7 counter
[1] CCCOc1ccc(Br)cc1/C=N/O
 : 86	88	99	117	96	9	4	17
[2] CCCn1nnc(NC(=S)NC(=O)C(C)(C)C)n1
 : 91	99	99	108	99	3	-2	0
[3] O=C(COC(=O)c1cccnc1Nc1ccccc1F)NCCN1C(=O)CSC1=O
 : 105	106	100	98	104	5	1	4
[4] N#C/C(=C\c1cc(Br)ccc1F)C(=O)NC1CC1
 : 74	98	98	156*	94	1	1	-4
[5] O=C(O)c1ccccc1NCN1C(=O)C2CC=C(Cl)CC2C1=O (configuration not stated)
 : 98	98	94	101	101	-2	2	10
[6] CCCCCNCC(=O)Nc1cccc(C(=O)Nc2cccc(C(F)(F)F)c2)c1
 : 106	102	98	102	96	4	-3	9
[7] CN(CC(=O)Nc1cccc(F)c1)C(=O)c1cccnc1Sc1ccccc1
 : 102	102	94	98	98	1	-15	7
[8] COc1ccc2nc(N3CCN(C(=O)c4ccc5ncsc5c4)CC3)sc2c1
 : 98	107	99	117	100	5	-3	-5
[9] CSc1ccc(-c2nc(O)c3cnccn23)cc1
 : 101	103	104	94	98	7	4	5
[10] COc1ccccc1NC(=O)CN1CCN(CC(=O)Nc2ccc3c(c2)OCO3)CC1
 : 101	102	103	102	102	8	-2	-2
[11] C/C(=N\OC(=O)Nc1ccccc1)c1ccc(C)cc1
 : 90	95	92	106	96	6	9	5
[12] Cc1ccc([N+](=O)[O-])cc1NC1CC(O)C(CO)O1 (configuration not stated)
 : 105	99	100	90	88	15	4	-7
[13] CCC1(C)CC(c2csc(N)n2)CCO1 (configuration not stated)
 : 92	92	91	99	97	0	8	-4
[14] COc1ccc(CCNC(=O)c2cccnc2)cc1OC
 : 102	99	97	97	101	0	1	4
[15] O=P(OCC1CC1)(c1ccccc1)c1ccccc1
 : 96	90	99	86	106	0	-2	-1
[16] COc1cc(OC)cc(C(=O)OCC(=O)NCc2ccco2)c1
 : 108	101	99	106	105	2	0	-17
[17] NCC1CCC(C(=O)Oc2ccc(CCC(=O)O)cc2)CC1 (configuration not stated)
 : 84	89	103	106	101	-2	6	9
[18] CCOc1cccc(=O)c2c(C)n(C)c(C)c12
 : 98	95	102	114	117	0	-7	-12
[19] CCNC(=S)/N=C(\N)Nc1nc(C)c2cc(C)ccc2n1
 : u	22[may fluoresce violet]	46*[may fluoresce violet]	137[may fluoresce violet]	87[may fluoresce violet]	77*	8	8
[20] C/C(N)=N\S(=O)(=O)c1ccc(Cl)cc1
 : 98	97	96	99	102	6	-1	6

The list continues:
Results follow in this order: CIT2 TOR yeast	AGP1-GFP MLPCN	RPL19A TOR yeast	LAP4-GFP MLPCN	MEP2 TOR yeast	AHR activator	proCasp3 act	procasp7 counter
[21] CC(=O)N1CCCc2cc(S(=O)(=O)N3CCCC(C(=O)N4CCN(c5cccc(Cl)c5)CC4)C3)ccc21 (configuration not stated)
 : 104	101	102	97	109	-3	7	14
[22] O=C(NCc1cccc(C(F)(F)F)c1)C1CCCN(c2ncccn2)C1 (configuration not stated)
 : 112	98	95	96	99	3	-2	-14
[23] Cc1ccc(C)c(-n2nnnc2SCC(=O)c2c(N)n(C)c(=O)n(C)c2=O)c1
 : 99	94	103	99	113	-4	-2	1
[24] CCOc1cc(CNCC2CCCN2CC)cc(Cl)c1OC (configuration not stated)
 : u	26[may fluoresce violet]	45*[may fluoresce violet]	93[may fluoresce violet]	223*[may fluoresce violet]	1	-3	6
[25] COc1ccc(CNS(=O)(=O)c2ccc(OC)cc2)cc1
 : 103	97	102	103	101	0	-3	8
[26] COc1ccccc1C(=O)Nc1cc(C)on1
 : 97	98	98	99	104	-1	3	-3
[27] COc1ccc(NC(=O)c2cc(C)cc(C)c2)cc1S(=O)(=O)N1CCCCC1
 : 94	99	99	99	128	7	5	5
[28] CCC1CCCCN1CCCNC(=O)CCC(=O)N1CCOc2ccccc21 (configuration not stated)
 : 97	98	104	123	103	0	-2	13
[29] CCOc1ccc(NC(=O)CN(C)C(=O)CSC(C)C(=O)Nc2cc(C)on2)cc1OCC (configuration not stated)
 : 101	107	94	92	87	4	3	12
[30] O=C(Nc1ccc(NC(=O)c2cccs2)c(Cl)c1)c1ccco1
 : 97	97	102	93	98	64*	6	3
[31] CN(C)CCNC(=O)/C(=C/c1ccc(-c2ccc(Cl)cc2Cl)o1)NC(=O)c1ccccc1
 : 92	97	99	99	96	0	2	-7
[32] COc1ccccc1/C=N/NC(=O)c1ccc(Cn2nc([N+](=O)[O-])cc2C)cc1
 : 103	96	105	95	107	2	2	-8
[33] CCCCC(=O)Nc1ccc(NCc2ccc(C)s2)cc1
 : 92	89	94	94	97	2	6	9
[34] O=C(CSc1nnc(-c2ccccc2)c2ccccc12)NCCN1C(=O)CSC1=O
 : 91	93	97	96	82	1	2	13
[35] CCN(CC)C(=O)CSc1nc2[nH]ncc2c(=O)[nH]1
 : 107	109	103	99	105	7	9	-2
[36] CC1CCc2[nH]c3ccc(C(=O)NCCCOC(C)C)cc3c2C1 (configuration not stated)
 : 104	97	97	114	100	23	3	-4
[37] CSc1cccc(NC(N)=O)c1
 : x	x	105	x	98	11	9	-2
[38] O=C(CNC(=O)c1ccc(Cl)cc1)N/N=C/c1cccnc1
 : 103	114	107	109	100	0	-5	6
[39] CN(CC(=O)NCCCc1ccccc1)S(=O)(=O)c1ccc(Br)cc1
 : 121	111	106	89	108	2	-4	14
[40] CCC(C)(C)n1nnnc1CN1CCC(c2nc3ccc(C)cc3[nH]2)CC1
 : 91	95	96	98	98	16	-3	-2

Going on with the list:
Results follow in this order: CIT2 TOR yeast	AGP1-GFP MLPCN	RPL19A TOR yeast	LAP4-GFP MLPCN	MEP2 TOR yeast	AHR activator	proCasp3 act	procasp7 counter
[41] COc1cc(/C=C/C(=O)OCC(=O)c2ccc(OC(F)F)cc2)ccc1O
 : 110	100	101	99	99	-1	3	4
[42] O=C(NC1CCCCCC1)C1CCN(S(=O)(=O)c2c(Cl)cccc2Cl)CC1
 : 95	102	96	94	94	1	-4	-4
[43] Nc1ccccc1SCC(=O)Nc1cccc2ccccc12
 : 99	96	97	86	105	28	0	-6
[44] COP(=O)(OC)c1nc(-c2ccc(C)cc2)oc1N1CCCCC1
 : 106	98	103	96	108	9	4	-5
[45] NC(=O)COc1ccc(/C=C2\C(=O)ON=C2c2ccccc2)cc1
 : 93	87	93	131	95	5	2	10
[46] Cc1cc2oc(=O)cc(CSc3nc(N)cc(N)n3)c2cc1C(C)C
 : 109	102	96	117	106	7	5	-2
[47] COc1ccc(NC(=O)COCC(=O)Nc2ccc(C)cc2)cc1
 : 107	102	101	100	106	5	6	13
[48] COc1cccc(/C=N/NC(=O)CNC(=O)c2ccncc2)c1O
 : 108	105	103	94	100	0	4	8
[49] NS(=O)(=O)c1ccc(C(=O)Nc2ccc(-c3nc4cccnc4s3)cc2)cc1
 : 89	100	103	102	93	57*	-1	-7
[50] Cc1cc(C)cc(OCC(=O)Nc2cccc(-c3nc4ncccc4o3)c2)c1
 : 87	85	97	89	84	1	5	5
[51] CC(C)Oc1ccc(S(=O)(=O)N2CCOCC2)cc1NC(=O)c1ccc(N2CCCC2=O)cc1
 : 96	77	98	73	95	1	8	-1
[52] Cc1cccc(NC(=O)COC(=O)c2ccc3c(c2)OCO3)c1C
 : 88	85	89	83	82	-1	0	2
[53] Nc1ncnc(Oc2ccccc2F)c1[N+](=O)[O-]
 : 95	95	96	97	100	4	1	1
[54] Cc1cccc(-c2nnc3sc(-c4ccccc4C)nn23)c1
 : 87	84	95	101	95	-9	-2	-8
[55] Cc1sc2ncn(-c3ccccc3)c(=O)c2c1C
 : 95	104	97	119	99	2	-8	-2
[56] N#Cc1cccc(Nc2c3c(nc4ccccc24)CCC3)c1
 : 98	103	99	100	105	2	5	0
[57] CCCCCCCCCc1nc2sc3c(c2c(=O)n1NC(=O)c1ccccc1[N+](=O)[O-])CC(C)(C)OC3
 : 117	112	128	99	113	-1	9	1
[58] Cn1nnc2c(sc3nc(N4CCOCC4)c4c(c32)CCCC4)c1=O
 : 99	98	99	102	111	1	4	5
[59] C/C(CC(=O)Nc1cc(C)ccn1)=N\NC(=O)c1cccc(C)c1
 : 103	94	95	128	100	5	9	-2
[60] CC(C)CNC(=O)C1CCN(Cc2ccc(OCc3ccccc3)cc2)CC1
 : 105	109	103	113	115	7	4	4

(further entries)
Results follow in this order: CIT2 TOR yeast	AGP1-GFP MLPCN	RPL19A TOR yeast	LAP4-GFP MLPCN	MEP2 TOR yeast	AHR activator	proCasp3 act	procasp7 counter
[61] CC(C)(C)OC(=O)NCCOC(=O)c1[nH]cnc1C(=O)NCc1ccccc1
 : 102	98	98	93	95	1	13	18
[62] O=C(NNC1=C(C(=O)C(F)(F)F)CCC1)c1ccncc1
 : 99	101	100	101	99	21	-1	4
[63] Cc1cc(C2(c3ccc(O)c(C)c3)C(=O)N(C)c3ccc(Br)cc32)ccc1O
 : 86	82	96	88	99	1	0	-15
[64] O=C1CC(c2ccccc2)n2nc(NC(=O)C3CCCO3)nc2N1 (configuration not stated)
 : 112	102	96	104	107	-3	2	5
[65] Cc1ccccc1NC(=O)N1CCCN(c2ccc(C#N)cn2)CC1
 : 95	101	104	105	105	1	-1	-4
[66] Cc1ccc(OCc2nnc(SCC(=O)Nc3cc(C)on3)n2C)cc1
 : 96	96	90	92	98	-4	-5	1
[67] COc1ccc(CN2CCc3ccccc3C2)c(OC)c1OC
 : 104	104	100	94	99	0	2	-3
[68] Cc1noc2ncnc(N3CCCC3)c12
 : 96	98	103	93	102	6	-2	-1
[69] COc1ccc(-c2csc(NC(=O)CSc3nc(C)cs3)n2)cc1
 : 98	97	96	104	103	10	-5	5
